# High-throughput results (PubChem BioAssay)
# PfGluPho inh: PfG6PD enzyme inhibitors, primary screen, biochemical, fluorescence intensity, uHTS. inhibition, % at 20 µM. actives 0.78% (n = 350,000). PfGluPho enzyme, NADPH resazurin-diaphorase fluorescence. AID 504690, 2011;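 active = inhibition reaching at least a set limit at 20 µM in the primary screen, cut at about 59% in these data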;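 also: 0% = DMSO wells with substrate and 100% = DMSO wells lacking glucose-6-phosphate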
# hIAP activ: human IAP activators, primary screen, biochemical, luminescence, uHTS; Intestinal-type alkaline phosphatase (Homo sapiens), P09923; purified human IAP, CDP-Star luminescence, 30 min; active compounds read high; 1 = vehicle-only enzyme, 0 = enzyme-free background; activation factor at 10 µM; actives 0.16% (n = 330,000); AID 2524, 2010;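 active = activation factor of the enzyme at least 2-fold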; also: the source names both 10 and 20 µM as test concentration; values of inactives mirror those of a sister screen read the other way
# MPTP inh: mitochondrial permeability transition pore inhibitors, primary screen, biochemical, isolated mouse mitochondria, absorbance; Ca2+ swelling absorbance, 30 min; inhibition, % at 10 µM; actives 1.4% (n = 360,000); AID 602449, 2012;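 active = inhibition of 50% or more, scaled per plate between neutral and stimulator controls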;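 also: 0% = DMSO wells given calcium and 100% = 1 mM EGTA wells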
# SENP1 inh: human SENP1 catalytic domain inhibitors, primary screen, biochemical, FRET, uHTS; Sentrin-specific protease 1 (Homo sapiens), Q9P0U3; inhibition, % at 10 µM; actives 0.21% (n = 360,000); recombinant SENP1 catalytic domain, CyPet-SUMO1-YPet FRET cleavage;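 active = inhibition at least 30% at 10 µM, raw YFP signal under a set limit, fluorescence ratio 0.5 to 1.5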;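 also: 0% = enzyme with DMSO and 100% = no enzyme wells; some results filed as inactive read as strong as hits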
# Target sequence (Q9P0U3 419-644 limits assumed): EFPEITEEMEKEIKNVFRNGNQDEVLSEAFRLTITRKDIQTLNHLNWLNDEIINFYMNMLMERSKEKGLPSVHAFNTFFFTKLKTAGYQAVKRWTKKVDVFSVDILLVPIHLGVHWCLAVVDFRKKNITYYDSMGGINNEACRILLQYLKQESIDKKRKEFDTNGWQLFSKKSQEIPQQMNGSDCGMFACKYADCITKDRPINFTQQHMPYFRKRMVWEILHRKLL
#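 system = hSENP1 catalytic domain, recombinant | reagent = SFCypet-SUMO1-SFYpet substrate at 25 nM | doses = one dose per compound, 10 µM, 0.5% DMSO | incubation = enzyme reaction for 50 min at room temperature, dark | measured by = FRET, CFP and YFP emission | controls = no-enzyme low, enzyme-DMSO high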
# SENP8 block: human SENP8 protease inhibitors, primary screen, biochemical, fluorescence, Nedd8 protein substrate, uHTS; recombinant SENP8; inhibition, % at 20 µM; actives 0.64% (n = 360,000); in the data active = inhibition mostly above about 40%, no sharp cut-off; inactive = mostly below about 27%
# Target sequence (Q96LD8 whole entry, looked up): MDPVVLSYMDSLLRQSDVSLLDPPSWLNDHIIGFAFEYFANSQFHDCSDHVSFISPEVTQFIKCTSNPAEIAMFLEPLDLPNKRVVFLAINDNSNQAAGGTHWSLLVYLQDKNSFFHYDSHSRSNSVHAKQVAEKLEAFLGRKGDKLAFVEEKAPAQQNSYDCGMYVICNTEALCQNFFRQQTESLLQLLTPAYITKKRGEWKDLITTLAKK
# GRIN3A LBD mod: binders of NR3A ligand-binding domain, primary screen, biophysical, differential scanning fluorimetry, uHTS; Glutamate receptor ionotropic, NMDA 3A (GRIN3A) ligand-binding domain; NR3A LBD differential scanning fluorimetry, Tm shift; 0% = protein alone, 100% = glycine-bound protein; Tm shift relative to glycine control, % at 25 µM; actives 2.5% (n = 340,000); AID 1259313, 2017;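 active = melting temperature shift of at least 10% of the positive control shift, at one fixed dose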
# ATG4B inhibitor: ATG4B protease inhibitors, primary screen, biochemical, fluorescence, uHTS | actives 0.51% (n = 340,000) | inhibition, % at 8.33 µM | ATG4B cleavage of LC3-PLA2, NBD-HPC fluorescence, 1 h; in the data active = inhibition above about 40%
# SENP6 block: SENP6 protease inhibitors, primary screen, biochemical, luminescence, uHTS; Recombinant SENP6 catalytic domain, aminoluciferin luminescence; inhibition, % at 10 µM; actives 1.8% (n = 330,000); AID 2599, 2010;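 active = inhibition above about 50% at the single tested dose, limit read from the data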;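 also: plate controls were DMSO wells with enzyme for no effect and DMSO wells lacking enzyme for full effect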
# Target sequence (Q9GZR1 628-1112 limits assumed): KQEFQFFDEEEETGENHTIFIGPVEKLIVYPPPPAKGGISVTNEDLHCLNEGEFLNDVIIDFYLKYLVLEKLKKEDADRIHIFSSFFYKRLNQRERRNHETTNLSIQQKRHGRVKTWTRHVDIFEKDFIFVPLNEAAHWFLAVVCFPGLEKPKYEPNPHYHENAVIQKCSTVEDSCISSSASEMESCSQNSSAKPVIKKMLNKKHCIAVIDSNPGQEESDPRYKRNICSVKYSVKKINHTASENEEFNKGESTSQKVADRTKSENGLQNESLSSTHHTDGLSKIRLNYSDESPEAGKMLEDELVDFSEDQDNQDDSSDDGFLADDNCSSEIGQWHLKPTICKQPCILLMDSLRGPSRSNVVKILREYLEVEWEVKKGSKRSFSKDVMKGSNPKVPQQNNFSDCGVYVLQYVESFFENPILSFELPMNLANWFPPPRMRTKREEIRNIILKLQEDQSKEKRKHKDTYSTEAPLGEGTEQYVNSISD
# * = called active by the depositor; i = inactive; . = not tested or not shown. Compounds as they come; 6.7% or so of the library scored in one or more.
SMILES,PfGluPho inh,hIAP activ,MPTP inh,SENP1 inh,SENP8 block,GRIN3A LBD mod,ATG4B inhibitor,SENP6 block
CC(C)(C)OC(=O)NC(CO)c1cn([C@@H](Cc2cc3ccccc3[nH]2)C(=O)N2CCN(C(=O)OC(C)(C)C)CC2)nn1 (stereo not given in full),12.6,0.967,-1.8,-1.8,-5.6,-2.6,-14.1,3.4
O=C(CN(CC1CCCO1)C(=O)CNS(=O)(=O)c1ccc(F)cc1)NCCc1ccccc1 (stereo not given),9.5,0.938,-1.3,1.4,12.4,0.8,-2.1,20.4
O=C(O)c1ccc2c(c1)C(=O)N(CCc1c[nH]c3ccccc13)C2=O,-8.1,0.954,-0.7,-3.2,-58.1,4.7,0.0,39.2
CCc1cccc(C)c1NC(=S)N(CCOC)C(C)c1ccco1 (stereo not given),-2.4,1.09,-1.2,-0.2,8.5,-0.2,-4.9,-21.1
Cc1cc(C)c(S(=O)(=O)N2CCN(C(=O)CCOc3ccccc3C)CC2)c(C)c1,5.3,0.925,-3.1,-1.2,7.2,3.9,-10.6,1.2
CC(=O)c1sc(NC(=O)c2ccccc2)nc1-c1ccccc1,43.9,0.841,0.3,1.3,0.5,-7.8,0.1,75.1*
CN(C)c1ccc(CC(=O)c2nc3ccccc3s2)cc1,19.0,1.04,0.4,-5.7,-53.7,1.0,4.2,47.2
COc1ccc(N2C(=O)c3ccccc3NC23C(=O)N(C)c2ccccc23)cc1 (stereo not given),-8.1,0.802,-0.9,2.1,-17.4,-4.5,11.1,10.8
CC(C)NC(=O)N(C)C[C@@H]1Oc2c(NC(=O)C3CCOCC3)cccc2C(=O)N([C@@H](C)CO)C[C@H]1C,2.8,0.957,-0.4,0.0,11.4,0.3,-4.1,-39.8
O=C(CN1CCN(S(=O)(=O)c2ccc(Br)cc2)CC1)c1ccc(O)c(O)c1,-7.3,0.893,0.2,-2.6,8.5,1.8,0.1,2.6
O=C1C(Cl)=C(N2CCN(Cc3ccccc3)CC2)C(=O)N1Cc1ccccc1,9.3,0.982,0.4,4.8,35.3,1.5,-6.7,-2.8
Cc1ccc(C2C3=C(CC(C)(C)CC3=O)N(CCN3CCOCC3)C3=C2C(=O)CC(C)(C)C3)cc1,13.6,1.04,-2.2,-22.0,i,-3.2,1.6,-6.8
NC(=O)C1(N2CCCCC2)CCN(Cc2ccccc2Cl)CC1,0.3,0.728,0.3,-2.8,5.7,-3.9,3.6,3.4
COc1cccc(N2C(=O)CC(NNc3nc4ccccc4s3)C2=O)c1 (stereo not given),-4.5,1.49,0.2,2.8,8.4,-1.0,-3.5,-11.9
CC(=O)Nc1ccc(NC(=O)C(C)Sc2nnc(C3CC3)n2-c2ccccc2)cc1 (stereo not given),-8.4,0.953,-1.3,0.1,4.7,1.5,-41.6,-3.2

# Entries above with an aryl methoxy group:
SMILES,PfGluPho inh,hIAP activ,MPTP inh,SENP1 inh,SENP8 block,GRIN3A LBD mod,ATG4B inhibitor,SENP6 block
COc1ccc(N2C(=O)c3ccccc3NC23C(=O)N(C)c2ccccc23)cc1 (stereo not given),-8.1,0.802,-0.9,2.1,-17.4,-4.5,11.1,10.8
COc1cccc(N2C(=O)CC(NNc3nc4ccccc4s3)C2=O)c1 (stereo not given),-4.5,1.49,0.2,2.8,8.4,-1.0,-3.5,-11.9

# The list goes on.
SMILES,PfGluPho inh,hIAP activ,MPTP inh,SENP1 inh,SENP8 block,GRIN3A LBD mod,ATG4B inhibitor,SENP6 block
COc1ccc(CC(=O)OCC(=O)N2CCc3ccccc32)cc1OC,-1.1,0.953,-1.5,2.0,8.8,-0.4,5.8,-9.4
COc1ccc(C(=O)N/N=C/c2sc3ccccc3c2O)cc1,12.6,.,7.1,-25.9,-220.1,5.1,-8.3,.
O=C(NCc1n[nH]c(=S)n1-c1ccc(F)cc1)c1ccco1,40.3,1.11,0.6,1.8,18.2,0.4,-0.3,-5.1
Cc1c(NC(=O)CSc2nnc3c4ccccc4n(CCc4ccccc4)c3n2)c(=O)n(-c2ccccc2)n1C,-4.2,1.2,-1.4,3.8,21.2,-0.2,-5.4,4.7
Cc1ccccc1NS(=O)(=O)c1ccc(C(=O)NCC(c2ccco2)N2CCCCC2)cc1 (stereo not given),-2.5,0.956,1.8,-3.4,5.0,2.4,0.5,-1.3
COc1ccccc1C(=O)N/C(=C\c1cn(C)c2ccccc12)C(=O)NCCCn1ccnc1,-2.4,0.927,-0.8,-1.7,-45.0,-0.2,-6.5,-1.6
O=C(CN1C(=O)NC2(CCCCCCC2)C1=O)N1CCc2ccccc2C1,-12.3,1.09,-0.9,1.0,13.5,0.8,-3.0,-7.7
CCCNC(=O)COc1ncnc2sccc12,-7.1,1.07,0.1,-7.4,-17.1,-1.2,7.9,-13.6
CN(NC(=O)COc1ccccc1)c1ccccc1,5.6,1.03,3.2,3.3,11.0,7.7,-7.1,-8.5
COc1ccccc1N1CCN(C(=O)c2cc(-c3ccc(C)cc3)on2)CC1,15.0,1.1,-0.1,-1.1,2.9,-2.9,-4.4,-4.7
Cc1ccc(Nc2nc(N)c([N+](=O)[O-])c(N3CCOCC3)n2)cc1,2.9,0.87,0.8,2.2,35.0,-0.3,-15.9,-4.4
CCC(OC(=O)CN1C(=O)c2ccccc2C1=O)C(=O)NC1CCCC1 (stereo not given),-22.4,0.943,0.2,2.7,6.0,-0.9,-3.2,-8.7
C=CCn1c(=N)c(C(=O)NCCCOC)cc2c(=O)n3ccccc3nc21,-13.5,1.12,0.4,-18.8,-472.6,0.1,2.7,-16.9
O=C(/C=C/c1c(Cl)cccc1Cl)NCCc1ccccc1,1.0,1.47,7.0,1.2,6.9,0.9,8.3,-4.5
CCCCCn1cnc2c(=S)nc(N)[nH]c21,42.7,0.892,-0.2,0.2,12.0,1.8,14.6,9.0
CC(C#N)(CCc1ccccn1)CCc1ccccn1,1.5,.,-1.0,-1.7,-1.2,0.5,-6.1,.
CCC(=O)Nc1sc(C(=O)Nc2ccccc2)c(C)c1C(=O)OC,3.1,0.939,1.2,2.6,8.4,2.0,-21.6,-9.3
CNS(=O)(=O)c1ccc2c(c1)NC(=O)C1CCCN21 (stereo not given),4.3,0.947,-0.2,-5.4,-69.4,-0.4,1.2,2.9
Cc1ccc(N(CC(=O)NCc2cccs2)S(=O)(=O)c2cccs2)cc1,-15.7,1.15,-2.4,0.6,5.6,-2.1,-0.1,-5.1
COc1ccc(OC)c(C2CC(=O)N3CN(c4ccccc4F)CSC3=C2C#N)c1 (stereo not given),53.0,0.942,-0.4,-8.9,-0.6,-6.7,-16.5,-6.4
O=C(NCc1cccnc1)C(=O)c1c[nH]c2ccccc12,1.3,0.971,-0.6,-3.2,10.5,-0.2,-9.0,8.2
COC(=O)c1ccc(NC(=S)NCCC2=CCCCC2)cc1,-5.4,1.18,89.2*,0.8,11.7,6.5,4.2,-3.7
O=C1C=C(NC2CCCCC2)CCC1,4.0,0.908,-0.5,-2.2,20.9,-1.6,-3.3,1.3
Cc1cccc(C)c1OCc1cc(C(=O)N2CC3C[C@@H]4CC2C[C@H](C3)C4)no1,11.1,0.948,-1.1,1.2,4.3,2.2,51.8*,27.4
CCNC(=S)Nc1cc(C(=O)N2CCCC2)ccc1N1CCCC1,11.0,1.03,-1.0,2.4,19.0,0.1,-15.9,14.5
CCN1C(=O)[C@H]2[C@@H](c3ccc(-c4ccccc4)cc3)N3CCCC[C@@]3(C(=O)OC)[C@H]2C1=O,17.1,0.887,1.4,1.2,-9.4,0.6,-15.0,-6.1
O=C(NCCCN1CCOCC1)c1ccc2c(c1)N(Cc1ccccc1)CCS2,6.0,1.07,-1.5,1.7,-412.0,-12.1,-6.2,10.9
O=C(Nc1ccc(CN2CCOCC2)cc1)c1cccs1,-7.9,0.974,-1.0,1.3,10.6,0.9,-1.6,-6.2
CC(NC(=O)c1ccc(Cl)cc1)c1nnc(SCC(=O)NC2=NCCS2)n1C (stereo not given),-2.5,1.02,-0.8,0.5,20.6,-2.2,-6.4,-9.6
COC(=O)N/N=C/c1cc(Cl)c(OCc2ccccc2F)c(OC)c1,15.0,0.948,0.0,1.4,28.6,-6.6,12.9,-13.2

# Full records, quoted from the list. Screens in order: PfGluPho inh | hIAP activ | MPTP inh | SENP1 inh | SENP8 block | GRIN3A LBD mod | ATG4B inhibitor | SENP6 block
# CC(C#N)(CCc1ccccn1)CCc1ccccn1 as listed: 1.5 | . | -1.0 | -1.7 | -1.2 | 0.5 | -6.1 | .
# Cc1ccc(N(CC(=O)NCc2cccs2)S(=O)(=O)c2cccs2)cc1 as listed: -15.7 | 1.15 | -2.4 | 0.6 | 5.6 | -2.1 | -0.1 | -5.1
# CNS(=O)(=O)c1ccc2c(c1)NC(=O)C1CCCN21 (stereo not given) as listed: 4.3 | 0.947 | -0.2 | -5.4 | -69.4 | -0.4 | 1.2 | 2.9

# (more compounds)
SMILES,PfGluPho inh,hIAP activ,MPTP inh,SENP1 inh,SENP8 block,GRIN3A LBD mod,ATG4B inhibitor,SENP6 block
Cc1ccc(-c2onc3ccc(C=O)cc23)cc1,7.1,0.914,-1.4,-9.7,-22.7,-0.8,8.1,-24.8
COc1ccc(-c2nc(CSCC(=O)NC3CCCC3)c(C)o2)cc1OC,-18.0,1.36,-0.5,1.6,-7.6,0.4,6.7,-25.9
O=C(CCc1ccc(S(=O)(=O)N2CCCCC2)cc1)c1nnc(-c2ccccc2)o1,3.9,0.795,-0.4,0.8,4.3,-0.4,2.1,6.3
C[C@@H]1O[C@@H](OC[C@H]2O[C@@H](Oc3cc(O)c4c(=O)cc(-c5ccc(O)c(O)c5)oc4c3)[C@H](O)[C@@H](O)[C@@H]2O)[C@H](O)[C@H](O)[C@H]1O,-17.1,0.999,0.7,42.6*,29.1,-1.9,-6.3,-4.9
Cc1ccc2oc(=O)cc(/C=C/c3ccccc3)c2c1,-11.8,0.933,24.8,0.7,-61.9,18.1*,-0.3,-2.1
Cc1cccc(CN2CCC(CNC(=O)CSc3cc(=O)n(C)c4cc(Cl)ccc34)CC2)c1,2.1,0.933,0.4,1.0,-18.2,-0.8,-3.4,0.4
COC(=O)c1cnc(N)s1,5.8,.,-2.4,-2.9,-8.5,2.0,0.6,.
O=C(Nc1ccc(N2CCCC2)cc1)c1ccc(Cl)cc1Cl,-2.9,0.992,0.2,3.3,-1.8,2.8,-8.0,5.6
Cc1cccc(C)c1NC(=O)Cn1c(=O)c2cccn2c2ccccc21,-5.0,0.932,0.0,-3.1,-2.7,-3.8,-10.3,10.8
Nc1nnc(-c2cccc(F)c2)s1,-3.4,1.29,1.3,0.3,-11.7,0.2,8.2,0.6
O=C(/C=C/C(Cl)(Cl)Cl)Nc1ccc(Cl)cc1,95.8*,.,96.0*,-0.4,6.7,-9.8,4.0,.
CC1CCCN(CC(=O)Nc2ccc(S(=O)(=O)N3CCCCCC3)cc2)C1 (stereo not given),-6.9,1.33,10.0,0.9,15.3,-0.5,5.8,-11.1
O=c1n(Cc2ccc(Cl)cc2)c2sc3c(c2c2ncnn12)CCCC3,6.7,0.78,14.5,-2.5,15.2,-6.0,-9.5,6.7
CC1CCCC(C)N1C(=O)c1ccc(CS(=O)(=O)c2ccccc2)cc1 (stereo not given),-11.7,0.934,3.3,1.6,9.2,0.4,-1.3,-7.8
Cc1ccc(N(C)C(=O)N2CCN(c3ccccn3)CC2)cc1,12.7,1.1,-0.2,-1.8,-28.8,-1.3,-1.7,-2.4
O=C(Cc1ccccc1)Nc1ccccc1Oc1ccccc1,-7.6,0.955,2.5,1.4,5.3,-2.5,-0.1,-0.5
Cc1nc(NCCc2ccccc2)c2nnn(Cc3ccccc3Cl)c2n1,1.6,1.26,1.3,-91.3,-2.4,1.3,-9.5,-20.1
